Akt phos inh – inhibitors of Akt phosphorylation; activity change, % for hits at 50 µM; Neuro2A IGF-stimulated pAkt S473 HTRF, 20 min; active compounds read low; AID 651550; 360,000 compounds, 0.32% hits; in the data active = activity change below about -80%; inconclusive = mostly about -51% to -80%; also: % is scaled to controls: 0 for no effect and ±100 for the full control effect
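Neuro2A cells (4,500/well, DMEM with 0.5% FBS) were treated with compound at a single 50 µM final concentration, stimulated with 6 nM IGF for 20 min at 37 °C, and lysed. Phospho-Akt Ser473 was read by HTRF as 665/615 ratio ×10^4.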
TGFb inhibitor – TGF-b pathway inhibition. Potency, µM (titrated, usually from 46.1 µM), inactives show at the top dose activity, negative = inhibition, most hits filed as inhibitors. 410,000 compounds, 1.2% hits. HepG2 CAGA-GFP TGF-b/SMAD3 reporter, GFP fluorescence, 18 h; TGF-beta stimulated, 500 pg/mL final; also: potency is read from the fitted curve at half-maximal effect; % is scaled to controls: 0 for no effect and ±100 for the full control effect; nearly all actives have a fitted effect of over 65% in size
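Using HEPG2 CAGA-GFP reporter cells at 1000 cells/well, we pinned test compounds, stimulated with recombinant TGF-beta (500 pg/mL final) and measured total well GFP after 18 h.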
HepG2 viability – counter-screen for TGF-b inhibitors: cytotoxicity in HepG2 cells; HepG2 CAGA-GFP viability, ATP luminescence, 18 h; Potency, µM (top dose mostly 46.1 µM), without a hit: top-dose activity change, negative = cytotoxicity, hits mostly cytotoxic; 410,000 compounds, 0.76% hits; also: potency is read from the fitted curve at half-maximal effect; some results filed as inactive show a strong effect at the top dose
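HepG2 CAGA-GFP cells (1000/well, DMEM with 1% FBS) received compound, then TGF-beta at 500 pg/mL final, and were incubated 18 hours at 37 degrees C. Viability was read by CellTiter-Glo luminescence. Media-only wells were set as complete cell-killing and DMSO as no toxicity.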
CCT chaperon mod – cytosolic chaperonin activity modulation | purified chaperonin ATPase assay, HTRF ADP detection, 30 min | activity change, % (concentration not given with the values), hits read low | 360,000 compounds, 0.3% hits; in the data active = activity change below about -30%; also: % is scaled to controls: 0 for no effect and ±100 for the full control effect
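Enzyme 40 or 20 nM (batch-dependent) in Tris pH 7.4/KCl/MgCl2/DTT; cpd 76 uM single point; ATP 10 uM; 30 min 37 °C; Transcreener ADP HTRF detection, 30 min RT; ratio 665/615.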
Nrf2 block – Nrf2 pathway inhibition; A549 ARE-Fluc reporter, luciferase luminescence, 18-24 h; Potency, µM (series often up to 46 µM), inactives show at the top dose activity change, negative = inhibition, usual class: inhibitors; 360,000 compounds, 2.1% hits; AID 504444; also: potency is read from the fitted curve at half-maximal effect; % is scaled to controls: 0 for no effect and ±100 for the full control effect; nearly all actives have a fitted effect of over 60% in size
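A549 ARE_Fluc cells (5000/well, 5% FBS OPTI-MEM) pre-incubated 2 h, then treated with compounds 18-24 h at 37C/5% CO2 in concentration-response. CellTiter-Fluor viability read first; BugLite luciferase luminescence after 15 min at room temperature gives Nrf2 activity.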
Nrf2 ARE act – activators of Nrf2 (ARE) signaling | AREc32 ARE-luciferase reporter (MCF7-derived line), luminescence, 24 h | Potency, µM (doses to about 46.1 µM), inactives show at the top dose activation, hits mostly activators | 410,000 compounds, 0.31% hits; also: potency is read from the fitted curve at half-maximal effect; % of control where 0% means no effect; nearly all actives have a fitted effect of over 65% in size
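ARE-driven firefly luciferase activity in AREc32 cells measured after a 24 hr compound exposure at 37 deg C, using Steady-Glo reagent and a 30 min room-temperature hold.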
Abeta yeast res – A-beta toxicity reversal in yeast | AID 1347071 | Potency, µM (highest dose often 46.1 µM), without a hit: at the highest dose growth rescue, actives largely listed as activators | 410,000 compounds, 0.063% hits | yeast expressing A-beta42, growth rescue, OD600, 48 h; response scale: 0% DMSO, 100% iron-clioquinol control; also: potency is read from the fitted curve at half-maximal effect; nearly all actives have a fitted effect of over 55% in size
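Yeast growth medium received pinned compounds, then yeast cells expressing toxic A-beta were added; plates incubated at 30 C for 48 hr. Growth read as absorbance at 600 nm, normalized to DMSO and equimolar FeCl3 plus clioquinol controls.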
A549 tox – counter-screen for Nrf2 inhibitors: cytotoxicity in A549 cells; A549 ARE-Fluc cells, CellTiter-Fluor viability, 18-24 h; Potency, µM (titrated, usually from 46 µM), for inactives: top-dose activity change, negative = cytotoxicity, most hits filed as inhibitors; 390,000 compounds, 0.16% hits; AID 504648; also: potency is read from the fitted curve at half-maximal effect; % is scaled to controls: 0 for no effect and ±100 for the full control effect
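A549 ARE-Fluc cells in 5% FBS OPTI-MEM, 5000 cells/well, rested 2 h then exposed to compounds in concentration-response for 18-24 h at 37 °C. Viability by CellTiter-Fluor fluorescence (Ex 405/Em 525) after 30 min; luciferase luminescence (BugLite, 15 min, RT) read afterwards.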
Mm-Cpn inhibitor – inhibitors of Methanococcus maripaludis chaperonin (MmCpn). 330,000 compounds, 0.031% hits. purified Mm-Cpn ATPase, ADP Transcreener TR-FRET. Potency, µM (doses to about 76.9 µM), for inactives: at the top dose activity, negative = inhibition, actives largely listed as inhibitors; also: potency is read from the fitted curve at half-maximal effect; % is scaled to controls: 0 for no effect and ±100 for the full control effect; nearly all actives have a fitted effect of over 80% in size
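Measured: ADP formation by purified Mm-CPN. Conditions: 25 nM protein, 10 uM ATP, Tris pH 7.4 with Mg2+, K+ and DTT, 37°C for 30 min. Detection: Transcreener HTRF after 30 min at room temperature.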
Active calls of the source: *; i = inactive; ? = inconclusive; · = not tested or not shown; [ ] = dose if it differs, or a comment. Unless noted, calls follow the shape of the dose curve; as a rule, active = well fitted curve in the direction sought with a large enough effect; inconclusive = small, poorly fitted or top-dose-only effect, or another doubt; inactive = no such curve, though single readings can be large; an effect the other way counts as inactive or inconclusive. The order is random; about 4.3% have a hit in one of these screens.

Compound	Akt phos inh	HepG2 viability	Nrf2 ARE act	TGFb inhibitor	A549 tox	CCT chaperon mod	Mm-Cpn inhibitor	Abeta yeast res	Nrf2 block
CCc1ccc(OCC(=O)NNC(=O)c2ccc(-n3cncn3)c([N+](=O)[O-])c2)cc1	i	-7%	1.6%	-26%	2%	-1.8	·	11%	3%
COc1ccccc1CN1CCN(Cc2ccco2)CC1	i	-29%	-0.8%	-17%	3%	2.8	2%	-30%[inhibitor]	4%
O=C(CN1C(=O)NC(c2ccccc2)(c2ccccc2)C1=O)NCc1ccccc1	i	-1%	0.9%	-13%	4%	1.9	-3%	0%	20%
CCOC(=O)CN(C(=O)CNC(=O)c1cccs1)C(C(=O)NC1CCCCC1)c1cccs1 (stereo not drawn)	i	7%	-0.2%	-2%	1%	1.4	1%	9%	3%
COc1ccc(/C=C/C(=O)NC(=S)Nc2ccc(S(N)(=O)=O)cc2)cc1OC	i	13%	-1.0%	1%	-16%	-0.6	-1%	5%	1%
COc1ccc(-n2c(SC(C)C(=O)Nc3ncc(Cl)cc3Cl)nc3ccccc32)cc1 (stereo not drawn)	i	3%	0.3%	-1%	-11%	-1.0	-9%	-16%	?
O=C(Cn1nnc(-c2ccccc2-n2cnnn2)n1)c1ccccc1	i	2%	1.5%	11%	-2%	2.3	-3%	12%	12%
Cc1c(OCC(=O)NCc2ccncc2)ccc2c3c(c(=O)oc12)CCCC3	i	2%	-0.6%	11%	-6%	1.1	-3%	4%	?
COc1ccc(NC(=O)CC(C)n2ccnc2)cc1 (stereo not drawn)	i	-1%	0.4%	2%	-12%	0.5	-2%	-5%	-4%
O=C(CNC(=O)c1cccs1)NCC(=O)OCc1c(Cl)cccc1Cl	i	0%	3.6%	?	3%	1.8	0%	-2%	-14%
COc1ccccc1N1CCN(Cc2cc(=O)oc3cc(C)cc(C)c23)CC1	i	4%	0.0%	-19%	·	1.7	·	-13%	·
CC(Oc1ccccc1)C(=O)NNC(=O)c1ccccn1 (stereo not drawn)	i	-15%	-0.5%	?	-10%	-0.4	0%	?	?
COc1cc(C(=O)NCc2ccc(S(N)(=O)=O)cc2)ccc1OCC(=O)Nc1cccc(C(F)(F)F)c1	i	-1%	-0.4%	-18%	1%	-1.2	-4%	1%	4%
CC(CN(C)Cc1ccccc1)OC(=O)c1cccs1 (stereo not drawn)	i	-2%	-0.7%	15%	1%	-1.2	1%	7%	13%
N=c1c(S(=O)(=O)c2ccc(Cl)cc2)cc2c(=O)n3ccccc3nc2n1Cc1ccco1	i	1%	0.2%	25%	17%	-0.1	-5%	-45%[inhibitor]	-9%
Cc1ccccc1C(=O)/C=C1\NC(=O)CS1	i	5%	-0.7%	?	0%	-3.0	-3%	-13%	7%
CC(=O)N(c1ccccc1)C1CC(C)N(C(=O)c2ccccc2)c2ccccc21 (stereo not drawn)	i	-4%	-0.3%	?	-5%	1.3	-7%	18%	7%
c1cc(N2CCOCC2)ccc1-c1ccc2nncn2c1	i	1%	0.1%	21%	·	1.2	·	-8%	·
CCOC(=O)Cc1csc(NC(=O)c2ccc3ccccc3n2)n1	i	-16%	3.3%	-14%	2%	-0.5	0%	-18%	?
CC(C)=CCN1CCN(CCC2=C(C)CCCC2(C)C)CC1CCO (stereo not drawn)	i	-26%	-0.5%	-11%	-17%	-1.2	?	4%	3%
CCc1cc(=O)[nH]c(SCC(=O)NCc2ccc3c(c2)OCO3)n1	i	-5%	-0.6%	-9%	-2%	-1.6	-3%	-3%	2%
CC(CC(=O)O)CC(=O)Nc1ccc(Br)cc1 (stereo not drawn)	i	-12%	-0.6%	-7%	2%	0.0	-1%	3%	-9%
CCOc1ccccc1NC(=O)Cn1c(=O)n(C(C)C)c(=O)c2oc3ccccc3c21	·	-20%	-0.7%	-7%	0%	·	·	-1%	?
O=C1/C(=C/c2ccccc2)NC(=S)N1C(c1ccccc1)c1ccccc1	i	-58%	0.0%	-1%	-21%	0.8	0%	-10%	-19%
COc1ccc(CNC(=O)Cc2coc3ccc(C)cc23)cc1	·	-17%	8.6%	-19%	0%	·	·	-1%	-17%

Shown with each value named: entries from further up
SMILES: CC(CC(=O)O)CC(=O)Nc1ccc(Br)cc1 (stereo not drawn)
  Akt phos inh: i
  HepG2 viability: -12%
  Nrf2 ARE act: -0.6%
  TGFb inhibitor: -7%
  A549 tox: 2%
  CCT chaperon mod: 0.0
  Mm-Cpn inhibitor: -1%
  Abeta yeast res: 3%
  Nrf2 block: -9%
SMILES: O=C1/C(=C/c2ccccc2)NC(=S)N1C(c1ccccc1)c1ccccc1
  Akt phos inh: i
  HepG2 viability: -58%
  Nrf2 ARE act: 0.0%
  TGFb inhibitor: -1%
  A549 tox: -21%
  CCT chaperon mod: 0.8
  Mm-Cpn inhibitor: 0%
  Abeta yeast res: -10%
  Nrf2 block: -19%
SMILES: O=C(CN1C(=O)NC(c2ccccc2)(c2ccccc2)C1=O)NCc1ccccc1
  Akt phos inh: i
  HepG2 viability: -1%
  Nrf2 ARE act: 0.9%
  TGFb inhibitor: -13%
  A549 tox: 4%
  CCT chaperon mod: 1.9
  Mm-Cpn inhibitor: -3%
  Abeta yeast res: 0%
  Nrf2 block: 20%
SMILES: COc1ccc(-n2c(SC(C)C(=O)Nc3ncc(Cl)cc3Cl)nc3ccccc32)cc1 (stereo not drawn)
  Akt phos inh: i
  HepG2 viability: 3%
  Nrf2 ARE act: 0.3%
  TGFb inhibitor: -1%
  A549 tox: -11%
  CCT chaperon mod: -1.0
  Mm-Cpn inhibitor: -9%
  Abeta yeast res: -16%
  Nrf2 block: ?

Next part.
Compound	Akt phos inh	HepG2 viability	Nrf2 ARE act	TGFb inhibitor	A549 tox	CCT chaperon mod	Mm-Cpn inhibitor	Abeta yeast res	Nrf2 block
COc1ccc(O)c(-c2[nH]ncc2C(=O)c2ccccc2C)c1	i	-49%	0.1%	3%	-5%	-3.8	0%	-2%	6%
CC1CCN(S(=O)(=O)c2ccc(C(=O)NC3CCS(=O)(=O)C3)cc2)CC1 (stereo not drawn)	i	2%	-0.4%	4%	-2%	-0.8	1%	2%	?
C=CCSc1nnc(-c2c[nH]c3ccccc23)n1CC	i	-15%	-0.3%	-9%	-2%	2.8	2%	4%	-7%
O=C(Nc1c(F)cc(F)cc1Br)c1cccnc1	i	1%	-0.1%	-12%	-7%	-1.8	-1%	4%	3%
CN1CCN(C(=O)NC2CCCN2S(=O)(=O)c2ccc(Cl)cc2)CC1 (stereo not drawn)	i	1%	0.0%	-5%	-3%	-2.4	-1%	11%	7%
O=c1c2ccccc2nc2sc3ccccc3n12	i	6%	18%	37%[activator]	-6%	-2.7	-26%	-14%	?
COc1ccc(C(=O)NNC(=O)CSc2nc(C(C)C)nc3ccccc23)cc1	i	-17%	17%	-27%	-5%	-1.2	-8%	9%	6%
CN(C(=O)CSc1nnc(C2CC2)n1C1CC1)C1(C#N)CCCCC1	i	-2%	3.3%	-23%	1%	0.1	1%	4%	9%
COC(=O)C(O)(CC(=O)Nc1ccc(Cl)cc1Cl)C(F)(F)F (stereo not drawn)	i	-2%	-0.6%	-3%	9%	-2.3	-2%	-13%	3%
O=C(Nc1ccc(-n2ccnc2P(=O)(O)c2ccccc2)cc1)c1ccccc1Cl	i	6%	0.3%	-3%	2%	-0.3	0%	-11%	0%
CCN1C[C@@H]2[C@@H]3C(=O)N(C)C(=O)[C@@H]3[C@](Cc3ccccc3)(C1=O)N2C(=O)c1ccc(C(C)(C)C)cc1	i	-2%	-0.2%	0%	-17%	0.6	·	12%	-15%
CCCOc1ccc(C2C(=O)N(C3CCCCCC3)CC(=O)N2Cc2ccc(OC)cc2)cc1OC (stereo not drawn)	·	-14%	0.6%	1%	8%	·	·	-15%	·
CC(C)N(C(=O)COC(=O)Cn1cnc2ccccc21)c1ccccc1	i	-1%	0.4%	-23%	-7%	0.4	1%	6%	3%
O=C1c2cccnc2C(=O)N1Cc1ccccc1	i	-3%	-0.4%	-3%	8%	-1.2	3%	-19%	5%
CCOC(=O)C1CCCN(C(=O)c2cccc(N3C(=O)c4ccccc4C3=O)c2)C1 (stereo not drawn)	i	4%	0.2%	19%	-2%	-5.8	-2%	-27%	6%
Cc1cc(C)c2c(n1)nn1c(C)c(CCC(=O)NCc3ccc(Cl)cc3)c(C)nc21	·	-4%	-1.0%	-9%	7%	·	·	-4%	-11%
COC(=O)C1=NNC2C(=O)N(C3CCCCC3)C(=O)C12 (stereo not drawn)	i	4%	-0.4%	16%	1%	-0.7	5%	-14%	9%
O=C(NCc1ccc(Cl)cc1)c1csc(-c2cccnc2)n1	i	-57%	-0.7%	?	-6%	1.2	-2%	-28%	?
CCCCn1nnnc1C(c1ccccc1)N1CCc2ccccc2C1 (stereo not drawn)	i	·	-0.4%	·	·	-0.6	·	11%	·

As a working copy, some entries already given.
Compound	Akt phos inh	HepG2 viability	Nrf2 ARE act	TGFb inhibitor	A549 tox	CCT chaperon mod	Mm-Cpn inhibitor	Abeta yeast res	Nrf2 block
CCc1ccc(OCC(=O)NNC(=O)c2ccc(-n3cncn3)c([N+](=O)[O-])c2)cc1	i	-7%	1.6%	-26%	2%	-1.8	·	11%	3%
COc1ccccc1CN1CCN(Cc2ccco2)CC1	i	-29%	-0.8%	-17%	3%	2.8	2%	-30%[inhibitor]	4%

High-throughput results deposited in PubChem BioAssay by National Center for Advancing Translational Sciences (NCATS).
